# Assay outcomes as filed in PubChem.
# sPLA2-III inh: Inhibits HGIII-sPLA2 liposome hydrolysis, primary screen | Q9NZ20 | QFRET BODIPY PC-A2 liposome hydrolysis, fluorescence | inhibition, % at 12.2 µM | actives 0.56% (n = 370,000) | AID 743126;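 active means inhibition above mean plus 3 SD of compounds lying within the high and low control bounds, cut at about 19% in these data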;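 further: 0% = median of test compound wells and 100% = no enzyme DMSO wells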
# ADAM10 inh: inhibits human ADAM10. recombinant ADAM10, EDANS/DABCYL FRET peptide cleavage, 3 h. actives 0.62% (n = 370,000). AID 720582. inhibition, % at 7 µM. O14672;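 active means inhibition above a per-campaign cutoff equal to the mean of compounds falling between control-based bounds plus 3 SD, cut at about 20% in these data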;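 further: 0% = DMSO wells while the 100% control is not disclosed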
# DDE Tn6 FP inh: disrupts Tn6 cyclic peptide binding to fibrin D-Dimer-E complex; Fibrin DD(E) TRITC-Tn6 fluorescence polarization displacement; inhibition, % at 8.3 µM; actives 0.21% (n = 370,000);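 active means inhibition above a per-campaign cutoff: mean of compounds within control limits plus 3 SD, cut at about 15% in these data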;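 further: 0% = median of all compound wells on the plate and 100% = blocking peptide control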
# Target sequence (P02675 whole entry, looked up): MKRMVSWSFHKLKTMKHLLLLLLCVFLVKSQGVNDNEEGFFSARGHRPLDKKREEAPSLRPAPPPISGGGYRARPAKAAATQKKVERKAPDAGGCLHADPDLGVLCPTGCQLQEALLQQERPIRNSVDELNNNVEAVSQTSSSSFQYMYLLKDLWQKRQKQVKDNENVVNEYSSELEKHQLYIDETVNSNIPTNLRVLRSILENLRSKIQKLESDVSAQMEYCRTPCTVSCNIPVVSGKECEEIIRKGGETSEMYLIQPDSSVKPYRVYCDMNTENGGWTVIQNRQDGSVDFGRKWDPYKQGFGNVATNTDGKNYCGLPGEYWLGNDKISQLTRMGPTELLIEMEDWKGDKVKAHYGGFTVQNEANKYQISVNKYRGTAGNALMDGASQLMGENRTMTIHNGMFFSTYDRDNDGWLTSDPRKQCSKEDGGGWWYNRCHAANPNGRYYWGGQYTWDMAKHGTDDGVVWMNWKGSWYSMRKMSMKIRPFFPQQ
# NPR1 activator: GC-A (human) enzyme activation. P16066. HEK293 GC-A cells, cGMP TR-FRET, EC30 ANP; 0% at EC30 ANP, 100% saturating ANP. activation, % at 10 µM. actives 0.14% (n = 370,000). AID 1671463; in the data active means activation above about 40%
# rCAG RNA binder: r(CAG) repeat RNA binding | inhibition, % at 3 µM | actives 1.3% (n = 370,000) | TO-PRO-1 dye displacement fluorescence;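 active means inhibition above the plate cutoff, the mean of all test compounds on that plate plus 3 SD, cut at about 35% in these data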;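 further: 0% = DMSO alone and 100% = 100 µM mitoxantrone as full dye displacement; higher means more dye released from RNA so lower well fluorescence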
# ARFGAP1 inhibitor: rat ARFGAP1 inhibition. inhibition, % at 16.5 µM. actives 0.26% (n = 360,000). Arfgap1-stimulated ARF1 GTP hydrolysis, GDP FP detection. AID 651572;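 active means inhibition above a per-plate limit, mean inhibition of low control wells plus 3 SD, cut at about 25% in these data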;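 further: 0% = DMSO wells with enzyme and 100% = wells lacking Arfgap1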
# Target sequence (Q62848 1-136 limits assumed): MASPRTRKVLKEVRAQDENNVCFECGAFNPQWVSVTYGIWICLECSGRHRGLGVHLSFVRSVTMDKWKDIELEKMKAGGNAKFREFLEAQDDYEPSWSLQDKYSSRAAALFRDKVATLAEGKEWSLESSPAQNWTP
#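 System: truncated rat Arfgap1 GAP domain / Benchmarks: high control wells lacking Arfgap1, low control full reaction with DMSO / Times: compound-enzyme preincubation 20 min, reaction 120 min, detection 60 min, 25 °C / Repeats: one replicate per compound / Also added: human ARF1(Δ1-17)-GTP substrate / Measured by: Tracer-displacement fluorescence polarization with EDTA stop, 620/688 nm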
# ASAP1 inh: blocks human ASAP1-stimulated Arf1 GTP hydrolysis | inhibition, % at 16.5 µM | AID 624377 | actives 0.19% (n = 360,000) | GDP FP detection; in the data active means inhibition above about 25%;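 further: 0% = vehicle with enzyme and substrate and 100% = no enzyme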
# Target sequence (Q9ULH1 325-724 limits assumed): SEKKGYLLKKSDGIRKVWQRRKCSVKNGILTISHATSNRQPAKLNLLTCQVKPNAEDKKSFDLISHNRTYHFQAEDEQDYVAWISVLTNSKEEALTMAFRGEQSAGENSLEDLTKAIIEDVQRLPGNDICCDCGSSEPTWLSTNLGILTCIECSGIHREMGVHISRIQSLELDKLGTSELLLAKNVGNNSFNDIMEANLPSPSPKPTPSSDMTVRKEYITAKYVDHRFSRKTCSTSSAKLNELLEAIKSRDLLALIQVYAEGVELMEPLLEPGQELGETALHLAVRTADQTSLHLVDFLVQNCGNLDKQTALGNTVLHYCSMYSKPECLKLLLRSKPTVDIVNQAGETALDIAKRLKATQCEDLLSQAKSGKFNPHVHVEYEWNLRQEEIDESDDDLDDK
# NPR2 activator: GC-B (human) receptor activation | HEK293-GC-B cells, CNP EC30, cGMP TR-FRET; 0% at EC30 CNP, 100% saturating CNP | activation, % at 10 µM | P20594 | actives 0.11% (n = 370,000);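 active means activation at 10 µM reaching about 35% in either raw or pattern-adjusted values, limit read from the data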
# proKLK7 act: activators of human kallikrein-7 zymogen. P49862. purified proKLK7, EDANS-DABCYL substrate fluorescence; 100% is mature enzyme control, 0% vehicle. actives 0.9% (n = 370,000). activation, % at 7 µM;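 active means activation above the mean of all tested compounds plus 3 SD, computed per campaign excluding outliers beyond control limits, cut at about 13% in these data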
# GAA850 FXN act: frataxin GAA850 promoter activation | actives 0.56% (n = 360,000) | activation, % at 6 µM | HEK293 lucGAA850 FXN promoter luciferase reporter, 24 h; percent of 10 µM SAHA response;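 active means activation above the average of all compounds screened plus 3 SD, cutoff fixed separately per campaign, cut at about 7.5% in these data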;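 further: 0% = DMSO wells and 100% = 10 µM SAHA wells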
# An asterisk follows results filed as active; i = inactive; nt = not tested or not shown.
SMILES,sPLA2-III inh,ADAM10 inh,DDE Tn6 FP inh,NPR1 activator,rCAG RNA binder,ARFGAP1 inhibitor,ASAP1 inh,NPR2 activator,proKLK7 act,GAA850 FXN act
COc1ccc(CCNC(=O)c2cccc(S(=O)(=O)N3CCc4ccccc4C3)c2)cc1,0.3,-5.1,0.8,-9.4,6.3,-2.8,-5.1,-3.1,0.5,0.0
O=C(CCN1CCN(c2ccccc2)CC1)NNC(=S)Nc1ccccc1Cl,17.3,20.7*,-1.3,-1.4,3.3,-6.3,4.4,-1.8,0.3,0.4
CC(=O)Nc1ccc(C(=O)Cn2c3[n+](c4c(F)c(F)ccc42)CCCCC3)cc1,5.7,-3.1,0.6,0.9,-0.5,13.8,-2.4,-1.5,0.2,2.2
O=C(NCC(=O)N1CCCC1)c1ccccc1F,1.9,-4.5,3.3,1.4,4.9,-7.5,-6.8,0.7,-0.9,1.2
O=C(c1cc(-c2ccccc2Cl)on1)N1CCN(C(=O)c2ccco2)CC1,-10.4,1.4,4.0,-3.3,-4.7,-3.8,5.5,3.9,0.1,3.8
CC1=NCCN1S(=O)(=O)c1cc([N+](=O)[O-])ccc1Cl,1.8,-3.8,-6.2,-3.0,1.3,-0.6,-1.6,-3.5,-0.5,0.2
COC(=O)[C@@]12C[C@@H](CC(=O)NCCC(C)C)C(=O)N(Cc3ccco3)C1=CCC(C)(C)C2,-12.3,0.8,-2.1,-6.6,-0.1,-0.3,18.8,-11.8,0.5,nt
C=CCn1c(SCC(C)=O)nc2sc3c(c2c1=O)CCC3,-46.5,-3.8,-4.8,-1.8,-5.1,-1.0,7.1,-3.1,0.2,2.0
CCc1c(C)nc2c(OC)cccc2c1SCCC(=O)O,4.1,-73.8,-0.2,1.9,3.1,-4.5,3.5,-4.2,1.0,1.6
CC(C)[C@H]1COCCS(=O)(=O)N1Cc1ccccc1F,0.8,-0.3,-1.3,2.8,-3.5,-4.1,1.9,5.2,0.3,-3.3

# An excerpt from above in order of the sPLA2-III inh value, falling:
SMILES	sPLA2-III inh	ADAM10 inh	DDE Tn6 FP inh	NPR1 activator	ARFGAP1 inhibitor	ASAP1 inh	NPR2 activator	proKLK7 act
COc1ccc(CCNC(=O)c2cccc(S(=O)(=O)N3CCc4ccccc4C3)c2)cc1	0.3	-5.1	0.8	-9.4	-2.8	-5.1	-3.1	0.5
O=C(c1cc(-c2ccccc2Cl)on1)N1CCN(C(=O)c2ccco2)CC1	-10.4	1.4	4.0	-3.3	-3.8	5.5	3.9	0.1
C=CCn1c(SCC(C)=O)nc2sc3c(c2c1=O)CCC3	-46.5	-3.8	-4.8	-1.8	-1.0	7.1	-3.1	0.2

# The listing picks up; the 2 compounds before the break are reprinted first.
SMILES,sPLA2-III inh,ADAM10 inh,DDE Tn6 FP inh,NPR1 activator,rCAG RNA binder,ARFGAP1 inhibitor,ASAP1 inh,NPR2 activator,proKLK7 act,GAA850 FXN act
CCc1c(C)nc2c(OC)cccc2c1SCCC(=O)O,4.1,-73.8,-0.2,1.9,3.1,-4.5,3.5,-4.2,1.0,1.6
CC(C)[C@H]1COCCS(=O)(=O)N1Cc1ccccc1F,0.8,-0.3,-1.3,2.8,-3.5,-4.1,1.9,5.2,0.3,-3.3
Nc1nnc(-c2ccccc2[N+](=O)[O-])o1,1.6,-3.5,3.5,3.0,-0.7,-3.0,2.5,2.7,-0.1,0.3
Cc1cc(Br)ccc1NC(=O)c1sc2ncn(CC(=O)N3CCN(c4ccccn4)CC3)c(=O)c2c1C,-0.1,2.7,-5.5,-0.2,3.7,-10.1,-6.5,0.6,-0.2,0.1
O=C(c1ccc2c(c1)OCO2)N1CCC(Cc2ccccc2)CC1,5.3,3.4,6.0,3.6,-11.6,-0.8,-5.3,-1.3,0.6,0.5
CC1=CC(=O)C(C(C)=Nc2ccccc2Cl)C(=O)O1 (configuration not stated),1.5,-2.2,3.1,-1.3,-0.5,-2.4,2.0,6.8,-0.3,3.3
COc1ccc2nc(SCC(=O)NCc3ccc(F)cc3)[nH]c2c1,-0.5,3.9,1.2,-2.5,1.8,1.2,13.9,-2.1,0.4,1.6
CC(=O)N1CCN(C(=O)c2ccco2)CC1,5.8,-0.4,-4.0,-1.7,-3.2,4.2,0.8,1.4,-0.3,-1.8
O=C(Nc1cccnc1)c1ccc(Cl)c(S(=O)(=O)N2CCCCC2)c1,-2.6,-1.0,3.2,-1.8,-3.7,7.3,2.0,3.5,-0.2,-1.4
CC(C)n1nnnc1SCC(=O)NNC(=O)C1CCCCC1,8.8,8.8,2.1,4.1,0.5,-2.0,9.6,6.3,-0.7,0.4
CCc1c(C)c(C#N)c2nc3ccccc3n2c1NCc1ccccn1,5.1,-105.8,10.7,11.7,0.3,-7.8,5.0,8.6,1.8,1.8
CCOC(=O)Cc1ccc(Nc2nc(NC)nc3ccsc23)cc1,-8.8,-9.1,-1.7,3.7,-1.0,8.8,8.6,-2.5,0.8,1.9
C=CCn1c(SCC(=O)Nc2c(C)nn(Cc3ccccc3)c2C)nnc1C(O)c1ccccc1 (configuration not stated),7.6,-6.8,4.7,4.5,-5.2,5.1,-6.7,4.8,0.2,2.0
O=C(Nc1ccc(SC(F)F)cc1)C1CC(=O)N(Cc2ccccc2)C1 (configuration not stated),-21.4,0.7,-8.5,-2.4,-3.0,8.6,-0.5,-1.1,-0.2,1.1
COc1ccc(N2CCN(C(=N)/C(C(C)=O)=C(\C)O)CC2)cc1,8.2,-0.7,1.4,4.1,-1.8,5.2,6.4,1.3,-4.0,1.7
CC(=O)Nc1cccc(OC(=O)N2CCOCC2)c1,4.8,-0.7,7.0,2.5,-2.0,-0.9,-6.3,1.4,0.3,0.6
COc1ccc([N+](=O)[O-])cc1N(CC(=O)NC(C(C)C)C(C)C)S(C)(=O)=O,4.1,-3.5,-8.5,0.5,-6.2,1.2,-1.3,0.0,0.1,-0.3
c1ccc2sc(N3CCOCC3)nc2c1,8.6,3.6,-4.2,1.7,1.8,4.7,12.3,0.6,0.6,3.8
Cc1cccc(N=Cc2cc(Br)cc(Cl)c2O)c1,-7.2,-6.0,-1.1,1.7,-1.1,-6.9,-0.6,-9.2,0.1,0.9
Cc1ccc2nc(SCC(=O)c3c(N)n(C4CC4)c(=O)[nH]c3=O)[nH]c2c1,3.9,-4.8,-9.2,-0.2,6.7,-5.7,-0.7,-7.0,0.5,-2.0
CCOC(=O)c1cc(=O)n2[nH]c(-c3ccc(C)cc3)cc2n1,-6.0,-163.4,2.0,0.6,6.2,-5.9,5.1,-1.7,0.5,1.6
CN(C)S(=O)(=O)c1cccc(NC(=S)N(CCC#N)Cc2cccnc2)c1,-0.5,-6.7,-5.6,4.3,1.6,4.5,7.1,3.0,-0.2,3.0
CC(=O)N1CCc2cc(S(=O)(=O)NCCC(=O)N3CCCC3)ccc21,10.5,-14.0,4.8,2.7,0.9,nt,nt,-0.6,0.0,nt
COc1ccc(Cl)cc1NC(=O)c1cccc(S(=O)(=O)Nc2c(C)n(C)n(-c3ccccc3)c2=O)c1,-30.6,6.8,-1.7,-6.8,11.5,-3.6,12.2,-6.9,0.0,nt
COC(=O)[C@H](Cc1ccc(O)cc1)NC(=O)Cn1ccc(NC(=O)OCc2ccccc2)nc1=O,6.1,-11.1,6.7,1.2,3.4,6.2,-5.9,-0.4,0.2,1.5
CC1CCC2(CC1)NC(=O)N(NC(=O)CCl)C2=O (configuration not stated),-5.8,-4.3,-7.8,-0.2,3.7,-6.1,-3.6,-0.7,-0.1,0.0
COc1ccc(CCNC(=O)c2cc(-c3ccncc3)nc3c(Cl)cccc23)cc1OC,-13.7,-2.0,2.5,-12.8,1.7,-9.5,4.2,-6.4,-0.2,0.2
Cc1nn(CC(=O)N2CCC(C(N)=O)CC2)c(=O)c2nn(-c3ccccc3)c(C)c12,6.4,-11.0,-4.9,3.0,-1.6,0.9,10.1,1.2,0.1,-0.1
Cc1ccc(Nc2nc3ccccc3s2)c(C)c1,6.7,14.3,2.5,-1.1,0.2,2.2,-10.7,0.5,0.0,0.8
O=C(NC1CCCCCC1)c1ccc(=O)n(Cc2ccccc2)n1,-0.1,-6.9,0.2,0.0,-8.8,3.9,-4.4,4.3,0.2,1.2
O=C(O)CCSc1nnc(COc2ccc([N+](=O)[O-])cc2)n1-c1ccccc1,3.8,3.0,-0.5,1.1,5.4,-7.3,-15.9,2.0,-0.3,-0.1
Clc1ccc2c(c1)-c1ccccc1C1=NCCN12,-4.4,-172.2,-3.4,-13.0,7.3,-11.3,-11.1,-8.2,-0.3,32.9*
CCOc1ccccc1NS(=O)(=O)c1ccc(OC)c(OC)c1,1.6,-3.0,-10.8,-9.1,-2.9,15.3,18.3,-3.6,-0.4,-1.1
CC(=O)C1C(c2cccc(F)c2)c2c(n[nH]c2C)CC1(C)O (configuration not stated),0.9,4.8,-4.7,0.1,-2.0,3.3,-6.7,6.5,0.5,0.6
CC(C)C(NC(=O)[C@H](Cc1ccc(O)cc1)NC(=O)OC(C)(C)C)P(=O)(O)OC(Cc1ccccc1)C(=O)O (some centres not stated),6.1,-5.4,-9.5,-1.2,nt,nt,nt,0.6,nt,nt
CC(=O)Oc1ccc2cc(-c3nc4ccccc4n3C)c(=O)oc2c1,11.2,i,5.3,12.7,-0.6,8.0,-7.9,5.3,38.7*,4.4
Cc1ccc(-n2c(-c3cc(-c4ccco4)[nH]n3)n[nH]c2=S)c(Br)c1,9.1,-0.3,2.0,1.2,5.8,-7.3,-11.8,1.5,-0.3,0.3
COC(=O)[C@@]12CCCCC3=C1N(CCC3)C(=O)[C@H]2CC(=O)NCc1cccc(C(F)(F)F)c1,-12.5,5.4,5.6,0.4,0.2,nt,nt,-3.9,-0.5,nt
COc1ccccc1NC(=O)OC(C)c1ccc(Cl)cc1 (configuration not stated),7.1,-2.0,-1.4,2.3,-1.3,14.8,-5.0,-1.1,-0.2,2.7
O=C(Nc1cccc(-c2nc3ccccc3[nH]2)c1)c1ccccn1,-3.7,0.9,-1.1,4.0,5.3,11.1,8.2,6.0,0.2,-1.3
COc1cccc(C(=O)NC2CCSC2=O)c1 (configuration not stated),1.2,6.3,-1.0,2.9,1.3,14.2,-10.4,-3.7,-0.3,1.1
COc1ccc(/C=N/Nc2ncnc3sc4c(c23)CCCC4)cc1OC,2.7,-13.3,1.4,1.1,1.7,4.9,16.5,0.7,0.1,-1.1
CC(C)CC1C(=O)N(Cc2cn(CCC3OCCO3)nn2)CCS(=O)(=O)N1Cc1ccc(-c2cccc(N(C)C)c2)cc1 (configuration not stated),-43.3,-44.0,-2.7,-2.4,6.2,-3.9,7.2,-1.9,-1.5,-1.7
CC(=O)NCCn1c(SCC#N)nc2ccccc2c1=O,3.3,6.8,1.0,-1.3,0.0,1.9,-5.9,0.9,-0.3,0.4

# Copied from the list:
# Reading of `CC(C)CC1C(=O)N(Cc2cn(CCC3OCCO3)nn2)CCS(=O)(=O)N1Cc1ccc(-c2cccc(N(C)C)c2)cc1` (configuration not stated) in ARFGAP1 inhibitor: -3.9
# Reading of `CC1CCC2(CC1)NC(=O)N(NC(=O)CCl)C2=O` (configuration not stated) in proKLK7 act: -0.1
